uPA surface inh – cell surface uPA generation inhibition. cell surface uPA generation assay, qHTS. Potency, µM (titrated, usually from 38.3 µM), without a hit: at the top dose activity change, negative = inhibition, hits mostly inhibitors. hit rate 0.31% among 330,000. AID 540303; active means well fitted inhibition curve with a large enough effect; inconclusive means small, poorly fitted or top-dose-only effect; inactive means no such curve, though single readings can be large or run the other way; tested in mouse RAW 264.7 cells; further: potency means the concentration at half of the fitted maximal effect; nearly all actives have a fitted effect of over 55% in size
Chronic BCR inh – blocks chronic active B-cell receptor signaling; ABC-DLBCL IkBa-CBG/CBR reporter, luminescence ratio, 4 h; Potency, µM (highest dose often 46.1 µM), for the others: at the highest dose ratio change, negative = lower green/red ratio, actives largely listed as inhibitors; hit rate 0.05% among 340,000; active means well fitted inhibition curve with a large enough effect in the signal ratio, with a control signal flat, not every such curve was filed as active; inconclusive means small, poorly fitted or top-dose-only effect, or effect the other way, or a change in a side signal; the % refers to the signal ratio;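 further: potency means the concentration at half of the fitted maximal effect; plate controls were basal doxycycline-induced cells for no effect and cells given 10 µM MG132 for full effect; MG132 reads +100%, hits lower the ratio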
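Compounds up to 46 uM were incubated four hours with TMD8 cells whose green CBG68 luciferase is fused to IkappaBalpha; red CBR luminescence normalised the signal, and concentration-effect curves were fitted to fusion, red and ratio data.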
Eya2 inh – blocks the phosphatase activity of human Eya2; Potency, µM (top dose mostly 76.9 µM), without a hit: at the highest dose activity, negative = inhibition, usual class: inhibitors; AID 488837; hit rate 0.006% among 330,000; recombinant Eya2, OMFP fluorescence dephosphorylation (OMFP is methylfluorescein phosphate); O00167; further: potency means the concentration at half of the fitted maximal effect
Target sequence (O00167 whole entry, looked up): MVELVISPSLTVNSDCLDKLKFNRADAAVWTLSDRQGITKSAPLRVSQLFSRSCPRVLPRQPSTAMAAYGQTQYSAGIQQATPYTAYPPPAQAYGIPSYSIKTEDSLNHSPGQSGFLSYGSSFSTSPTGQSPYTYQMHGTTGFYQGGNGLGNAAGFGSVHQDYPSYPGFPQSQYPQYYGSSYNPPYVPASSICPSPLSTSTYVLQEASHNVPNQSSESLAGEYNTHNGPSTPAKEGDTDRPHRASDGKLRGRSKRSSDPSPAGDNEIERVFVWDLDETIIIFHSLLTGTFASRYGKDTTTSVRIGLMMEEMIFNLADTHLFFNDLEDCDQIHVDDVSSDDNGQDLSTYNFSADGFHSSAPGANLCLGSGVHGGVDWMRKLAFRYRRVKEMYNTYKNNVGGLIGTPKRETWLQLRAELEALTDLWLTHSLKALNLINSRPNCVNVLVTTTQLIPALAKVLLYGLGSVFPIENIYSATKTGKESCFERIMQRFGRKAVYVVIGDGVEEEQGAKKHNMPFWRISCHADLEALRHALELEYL
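Eya2 protein (added as 0.2 uM solution) was preincubated with compound for 10 min at ambient temperature in 50 mM HEPES pH 7.5, 50 mM NaCl, 5 uM MgCl2, 0.05% BSA, 1 mM DTT. OMFP (added at 50 uM) then reacted 10 min; fluorescence read at 485/525 nm.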
KCNH2 WT inh – blocks the wildtype human KCNH2 potassium channel; activity change, % at 1.84 µM; U2OS, BacMam KCNH2, thallium flux FluxOr; hits give low values; hit rate 0.37% among 340,000; Q12809;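 active means maximum activity change below -70%; inconclusive means maximum activity change between -70% and -50%; inactive means maximum activity change above -50%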
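U2OS cells transduced with wild-type KCNH2 virus are loaded with FluxOr dye for 45 min, and thallium flux is measured in kinetic reads before and after stimulation buffer. Rate constants are normalized to DMSO controls.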
KCNH2 3.1 block – KCNH2 3.1 (human) potassium channel inhibition | activity change, % (tested at about 1.8 µM) | U2OS KCNH2 3.1, thallium flux FluxOr; hits give low values | hit rate 0.95% among 340,000;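 active means maximum activity change below -70%; inconclusive means maximum activity change from -70% to -50%; inactive means maximum activity change above -50%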;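 further: thallium influx rate constant from kinetic fluorescence after stimulation buffer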
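U2OS cells transduced with KCNH2 3.1 mutant virus (1.77 x 10^8 /mL, 4 h), plated overnight at 37 C, loaded 45 min with FluxOr dye plus Red40 quencher. Thallium flux rate constant from kinetic reads after stimulation buffer, normalised to controls.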
B2AR arrestin – recruits beta-arrestin to the human beta2-adrenergic receptor; beta-arrestin recruitment to beta2AR, cell-based reporter; P07550; Potency, µM (doses to about 46.1 µM), for inactives: top-dose activation, usual class: activators; AID 492947; hit rate 0.02% among 330,000;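 further: potency means the concentration at half of the fitted maximal effect; 0% = DMSO controls and full agonism = EC100 isoproterenol or metaproterenol; nearly all actives have a fitted effect of over 65% in size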
USP2a block – blocks human ubiquitin-specific protease USP2a. O75604. hit rate 0.01% among 330,000. USP2 core, Ub-CHOP2 coupled fluorogenic reporter, 485/531. Potency, µM (series often up to 38.3 µM), without a hit: at the top dose activity change, negative = inhibition, actives largely listed as inhibitors;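 further: potency means the concentration at half of the fitted maximal effect; plate controls were DMSO wells for no effect and full inhibition by NEM control for full effect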
Target sequence (O75604 whole entry, looked up): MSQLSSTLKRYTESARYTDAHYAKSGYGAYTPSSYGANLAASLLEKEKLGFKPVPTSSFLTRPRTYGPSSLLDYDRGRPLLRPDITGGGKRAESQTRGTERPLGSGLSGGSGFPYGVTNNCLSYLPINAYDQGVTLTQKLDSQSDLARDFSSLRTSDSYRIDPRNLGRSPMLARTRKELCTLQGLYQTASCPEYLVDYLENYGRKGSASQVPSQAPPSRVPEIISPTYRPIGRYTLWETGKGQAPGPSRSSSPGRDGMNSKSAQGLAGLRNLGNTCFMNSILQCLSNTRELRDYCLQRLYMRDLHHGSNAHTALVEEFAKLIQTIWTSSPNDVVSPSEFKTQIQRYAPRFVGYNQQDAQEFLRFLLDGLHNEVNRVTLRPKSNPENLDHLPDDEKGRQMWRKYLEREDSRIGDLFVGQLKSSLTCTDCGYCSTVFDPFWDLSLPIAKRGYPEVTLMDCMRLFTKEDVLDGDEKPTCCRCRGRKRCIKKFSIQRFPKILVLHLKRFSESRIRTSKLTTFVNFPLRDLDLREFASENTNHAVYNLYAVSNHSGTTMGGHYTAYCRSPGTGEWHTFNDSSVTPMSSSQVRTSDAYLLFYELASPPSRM
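Cell-free coupled assay: 10nM USP2 core preincubated 30min RT with compound in Tris-HCl pH 8.0/CaCl2/CHAPS buffer, then 25nM Ub-CHOP2 and 25nM reporter substrate; fluorescence (Ex 485/Em 531) read after 60min RT, normalized to NEM inhibition, concentration-response curves fitted.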
Giardia kill – kills Giardia lamblia; AID 540267; activity change, % at 7.66 µM, hits read low; hit rate 0.15% among 340,000; Giardia lamblia trophozoite viability; in the data active means activity change below about -80%; inconclusive means between about -30% and that limit;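 further: parasites exposed to compound for two days anaerobically before the ATP read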
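Giardia lamblia trophozoites (100 cells/well) were incubated with compounds for 48 h at 37 deg C under anaerobic conditions. Viability was read as ATP content by one-step luminescence after 15-30 min at room temperature.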
The depositor's hits bear a star; ? = inconclusive; . = no result given; [ ] = dose if it differs, or a comment. Unless noted, the call rests on the fitted dose curve; in most records, active means well fitted curve in the direction sought with a large enough effect; inconclusive means small, poorly fitted or top-dose-only effect, or another doubt; inactive means no such curve, though single readings can be large; an effect the other way counts as inactive or inconclusive. Unless noted, on the % scale 0 is the no-effect control and ±100 the full control effect.

Values run as follows: uPA surface inh	Chronic BCR inh	Eya2 inh	KCNH2 WT inh	KCNH2 3.1 block	B2AR arrestin	USP2a block	Giardia kill
- COC(=O)c1c[nH]c2c1-c1cc(C(=O)OCc3ccccc3)n(S(=O)(=O)c3ccc(C)cc3)c1C(=O)C2=O
→ -4%	.	.	10	.	.	.	-19
- Cc1ccc(N(O)C(C)(C)C)cc1
→ 8%	.	.	-10	.	.	.	-5
- O=C1C=CC2(C=C1)O[C@H](Cc1ccccc1)[C@@H](Cc1ccccc1)O2
→ 35%[activator]	.	.	20	.	.	.	-5
- CCCn1cnc2c(Sc3c([N+](=O)[O-])ncn3C)nc(N)nc21
→ -11%	.	.	0	.	.	.	10
- CC(=O)Nc1ccc(/C(N=Nc2ccccc2)=N/N=C(N)N)cc1
→ 5%	.	.	5	.	.	.	-13
- Cc1ccc(S(=O)(=O)c2ccsc2NC(=O)c2ccccc2)cc1
→ 2%	.	.	-11	.	.	.	-5
- CCC1(C)COC(c2ccc(OC)c(OC)c2)OC1 (centres undefined)
→ 3%	.	.	-35	.	.	.	15
- COc1ccc(OC)c(NP2(=O)OCC(C)([N+](=O)[O-])CO2)c1 (centres undefined)
→ 7%	.	.	-39	.	.	.	16
- O=C(O)C1CC2CCC1CC2 (centres undefined)
→ 10%	.	.	29	.	.	.	5
- CC(C)(C)OC(=O)N1CCC(C(=O)Nc2cccc(C(=O)NCc3ccccc3)c2)CC1
→ ?	.	.	-6	.	.	.	-19
- COc1ccc2cc(CNCCOCCOCCNCc3ccc4cc(OC)ccc4c3)ccc2c1
→ -6%	.	.	49	.	.	.	6
- CC(=NNC(=O)c1ccncc1)c1ccc2ccccc2c1O
→ -16%	.	.	-29	.	.	.	-12
- COC(=O)c1cccc2c(C(=O)O)cc(-c3ccccc3)nc12
→ 7%	.	.	-1	.	.	.	-12
- Cc1cc2cc(C)c3nnc(SCC(=O)N4CCN(C(=O)c5ccco5)CC4)n3c2cc1C
→ -4%	.	.	.	-5	.	.	-10
- COc1ccc(CNC(=O)C2CCN(S(=O)(=O)N3CCC(C)CC3)CC2)c(OC)c1
→ .	?	.	-8	5	.	.	.
- N#Cc1ccccc1NC(=O)C(=O)NCCc1csc(-c2ccc(F)cc2)n1
→ .	?	0%	.	.	-0.1%	2%	.
- O=C1NC(Cc2ccccc2)c2nc3cc(F)ccc3c(=O)n2-c2ccccc21 (centres undefined)
→ .	-12%	5%	.	.	0.2%	1%	.
- O=C1NC(Cc2ccccc2)c2nc3ccccc3c(=O)n2-c2ccc(Cl)cc21 (centres undefined)
→ .	0%	4%	.	.	-0.5%	1%	.
- Cc1cc(-c2ccc(N=Nc3c(S(=O)(=O)O)cc4cc(S(=O)(=O)O)cc(N)c4c3O)c(C)c2)ccc1N=Nc1c(S(=O)(=O)O)cc2cc(S(=O)(=O)O)cc(N)c2c1O
→ .	?	?	.	.	-0.4%	10µM*	.
- CC(=O)Nc1cc2c(s1)c1cnn(Cc3ccccc3F)c(=O)c1n2C
→ .	13%	-7%	.	.	-0.2%	3%	.
- Cc1ccc2nc3n(c(=O)c2c1)-c1cc(Cl)ccc1C(=O)NC3Cc1ccc(O)cc1 (centres undefined)
→ .	?	15%	.	.	-0.7%	3%	.
- C[C@H](NC(=O)c1nc[nH]c1C(=O)NC1CCNCC1)C(=O)OCc1ccccc1
→ .	2%	-8%	.	.	0.0%	1%	.
- COc1cccc(Cn2ncc3c4sc(B(O)O)cc4n(C)c3c2=O)c1
→ .	21%	1%	.	.	0.4%	1%	.
- CCc1ccc(NC(=O)CSc2nc(-c3ccc(C)cc3)nc3c2Cc2c(CO)cnc(C)c2O3)cc1
→ .	13%	4%	.	.	-0.2%	-1%	.
- CC(C)(C)[C@H](NC(=O)c1ccc(N)c(Cl)c1)C(=O)N1CCC[C@H]1C(=O)N[C@H](C#N)Cc1nn[nH]n1
→ .	-11%	4%	.	.	-0.1%	1%	.
- CCC(=O)NC(c1cccs1)c1cc([N+](=O)[O-])c2cccnc2c1OC (centres undefined)
→ .	14%	-28%	.	.	0.0%	-13%	.
- COC(=O)c1cc2c(s1)c1cnn(Cc3ccccc3F)c(=O)c1n2C
→ .	11%	1%	.	.	0.1%	-1%	.
- COc1cc(OC)c(NC(=O)CSc2nc3ccncc3[nH]2)cc1Cl
→ .	?	1%	.	.	-0.4%	0%	.
- Cc1ccc(NC(=O)CSc2nc(-c3cccs3)nc3cc(=O)[nH]n23)cc1C
→ .	11%	-3%	.	.	-0.2%	-1%	.
- COc1ccc2c(c1)[C@H]1[C@H](CO2)[C@H](c2ccccc2)[C@]2(C)C(=O)N[C@@H](C)C(=O)N12
→ .	5%	0%	.	.	0.1%	-2%	.
- COc1cc(NC(=O)CCS(=O)(=O)c2nc(-c3cccs3)cc(C(F)(F)F)n2)cc(OC)c1OC
→ .	?	2%	.	.	-0.5%	0%	.
- CC(C)COC(=O)COc1cc(Cl)c(Cl)cc1Cl
→ .	?	5%	.	.	0.4%	0%	.
- COc1ccc(-c2nc3nc(C)cc(Nc4cccc(C(F)(F)F)c4)n3n2)cc1
→ .	16%	-1%	.	.	-0.3%	3%	.
- O=C(O)c1ccnc2c(O)cccc12
→ .	-13%	-21%	.	.	0.0%	0%	.
- COc1cccc(Cn2ncc3c4sc(Br)cc4n(C)c3c2=O)c1
→ .	13%	-13%	.	.	-0.5%	-1%	.
- Cc1csc(CNc2ncnc3ccc(-c4ccco4)cc23)c1
→ .	1%	14%	.	.	-0.2%	0%	.
- CNc1ncnc2ccc(-c3c(C)noc3C)cc12
→ .	?	-21%	.	.	-0.2%	1%	.
- C=CCn1cnnc1SCC(=O)Nc1cccnc1Cl
→ .	-10%	12%	.	.	-0.6%	0%	.
- Cc1ccc(C(=O)c2cn(Cc3ccc(Cl)cc3)c3nc(C)ccc3c2=O)cc1
→ .	-1%	1%	.	.	-0.7%	2%	.
- CCC(=O)N1CCc2cc(Br)cc(S(=O)(=O)CCC(=O)N(C)c3cccc(C)c3)c21
→ .	-2%	9%	.	.	-0.1%	-1%	.
- CCCCN(CCCC)C(=O)c1c[nH]c2ccc(S(=O)(=O)Nc3cccc(Cl)c3C)cc2c1=O
→ .	?	-17%	.	.	-0.2%	-3%	.
- COc1ccc(NC(=O)c2nc[nH]c2C(=O)NCCCCCNC(=O)OC(C)(C)C)cc1
→ .	?	8%	.	.	0.2%	0%	.
- O=C1NC(Cc2ccccc2)c2nc3ccc(F)cc3c(=O)n2-c2cc(Cl)ccc21 (centres undefined)
→ .	3%	8%	.	.	-0.2%	4%	.
- CC(C)n1cnc2c(NCc3ccccc3)cc(N[C@@H](CO)Cc3ccccc3)cc21
→ .	?	9%	.	.	0.4%	6%	.
- CC(=O)N1CCOc2cc(S(=O)(=O)Nc3c(C)cccc3C(C)C)c(Cl)cc21
→ .	-11%	-2%	.	.	-0.2%	3%	.
- O=C1NC(Cc2ccccc2)c2nc3cc(Cl)ccc3c(=O)n2-c2cc(Cl)ccc21 (centres undefined)
→ .	-2%	-3%	.	.	0.1%	1%	.
- Oc1cc(NCc2ccccc2)cc2cccnc12
→ .	?	6%	.	.	-0.3%	1%	.
- Cc1cc2c(s1)c(C#N)c(C(=O)NCc1ccccc1F)n2C
→ .	?	2%	.	.	0.0%	2%	.
- Oc1ccc(CNc2cccc(C(F)(F)F)c2)c2cccnc12
→ .	-3%	-3%	.	.	0.8%	1%	.
- Cc1ccc(Oc2ccc(OCC(=O)Nc3ccncc3)cc2)cc1
→ .	-8%	-11%	.	.	-0.3%	1%	.
- Cc1cc(C)cc(OCCn2c(C3CC(=O)N(c4ccccc4Cl)C3)nc3ccccc32)c1 (centres undefined)
→ .	?	-24%	.	.	0.1%	-5%	.
- CC(=O)Nc1ccc(OCC(=O)Nc2ccc(Cl)c(S(=O)(=O)N3CCOCC3)c2)cc1
→ .	-7%	-14%	.	.	0.0%	-2%	.
- Cc1cc2c(s1)c1c(C)nn(Cc3ccccc3F)c(=O)c1n2C
→ .	?	1%	.	.	0.5%	-7%	.
- CC1CCN(S(=O)(=O)c2ccc3c(c2)CCC(=O)N3CC(=O)Nc2cccc(C#N)c2)CC1
→ .	10%	6%	.	.	-0.2%	3%	.
- Cc1ccc(NS(=O)(=O)c2ccc3c(c2)CC(=O)N3)cc1Cl
→ .	?	-4%	.	.	-1.9%	-4%	.
- O=C1NC(Cc2ccccc2)c2nc3ccc(F)cc3c(=O)n2-c2ccccc21 (centres undefined)
→ .	-27%	12%	.	.	-0.7%	8%	.
- Fc1cccc(CNc2ncnc3ccc(-c4ccoc4)cc23)c1
→ .	25%	12%	.	.	-0.7%	0%	.
- COC(=O)c1cnn(-c2ccc(C(=O)Nc3cccc(C(C)=O)c3)cc2)c1N
→ .	?	-14%	.	.	0.0%	5%	.
- O=C1NC(Cc2ccc(O)cc2)c2nc3ccc(Br)cc3c(=O)n2-c2ccc(Cl)cc21 (centres undefined)
→ .	0%	-23%	.	.	0.0%	0%	.
- CCN(CC)S(=O)(=O)c1cccc(C(=O)NCCc2ccccc2)c1
→ .	.	.	-4	16	.	.	2

Following part:
Values run as follows: uPA surface inh	Chronic BCR inh	Eya2 inh	KCNH2 WT inh	KCNH2 3.1 block	B2AR arrestin	USP2a block	Giardia kill
- CCOCCCNC(=O)C1CCN(S(=O)(=O)c2c(C)noc2/C=C\c2ccc(OC)cc2)CC1
→ .	.	.	0	-9	.	.	7
- CCn1c(CCNC(=O)c2cccs2)nnc1SCC(=O)c1ccc(OC)cc1
→ .	.	.	-2	12	.	.	1
- Cc1ccc(S(=O)(=O)N2CCN(CCO)CC2)cc1-c1nnc2c3ccccc3c(C)nn12
→ .	.	.	-45	3	.	.	6
- CN1CCc2nc(SCc3ccc(Cl)cc3)c(C#N)c(-c3cccs3)c2C1
→ .	.	.	11	-49	.	.	1
- Fc1ccccc1-c1nc(-c2ccc(Cl)cc2)no1
→ .	.	.	12	-11	.	.	0
- Clc1ccc(-c2ccc(-c3nn4c(-c5ccco5)nnc4s3)o2)cc1
→ .	.	.	2	10	.	.	8
- Cc1ccc(-c2nnc3c4ccccc4c(C)nn23)cc1S(=O)(=O)N1CCN(C)CC1
→ .	.	.	-7	6	.	.	-5
- Cc1ccnc(SCCn2c(N3CCC(C)CC3)nc3c2c(=O)n(C)c(=O)n3C)n1
→ .	.	.	8	7	.	.	6

High-throughput results from PubChem.

This is a subset. The share of hits here may be higher or lower than overall.
